# OX1R antag-1 = antagonists of human orexin 1 receptor (OX1R). AID 485270, 2010. inhibition, % at 6.6 µM. Orexin/Hypocretin receptor type 1 (Homo sapiens), O43613. 330,000 tested, 1.8% active. OX1R-expressing cells, FRET antagonist read-out; in the data active = inhibition mostly above about 38%, no sharp cut-off; inactive = mostly below about 40%;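 also: 0% = agonist challenge alone and 100% = reference antagonist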
# Target sequence (O43613 whole entry, looked up): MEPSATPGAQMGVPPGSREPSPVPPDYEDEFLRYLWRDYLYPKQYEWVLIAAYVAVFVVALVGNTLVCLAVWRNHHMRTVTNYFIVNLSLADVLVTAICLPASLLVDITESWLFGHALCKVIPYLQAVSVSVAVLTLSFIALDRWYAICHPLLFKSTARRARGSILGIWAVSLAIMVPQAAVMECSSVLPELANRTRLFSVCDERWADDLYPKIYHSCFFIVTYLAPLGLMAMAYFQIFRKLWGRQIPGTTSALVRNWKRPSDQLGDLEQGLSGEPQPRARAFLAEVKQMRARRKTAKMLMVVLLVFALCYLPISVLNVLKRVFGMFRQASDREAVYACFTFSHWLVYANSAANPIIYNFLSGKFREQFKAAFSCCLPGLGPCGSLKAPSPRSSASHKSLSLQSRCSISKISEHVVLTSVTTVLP
# OX1R antag-2 = OX1R (HCRTR1) antagonists, primary screen, fluorescence, CHO/OX1R cells, Fluo-8 calcium, orexin A; Orexin/Hypocretin receptor type 1 (Homo sapiens), O43613; Fluo-8 calcium fluorescence; inhibition, % at 5 µM; 330,000 tested, 0.43% active; AID 434989, 2010;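 active = inhibition above its plate's threshold, mean inhibition of all tested compounds on the plate plus 3 SD, cut at about 37% in these data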;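 also: 0% = orexin A challenge wells and 100% = SB-334867-A antagonist wells; not every result past the cut was called active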
# CHT allo act = CHT positive allosteric modulators, primary screen, cell-based, membrane potential dye, choline EC20; B-score at 10 µM; CHT-expressing cells; stronger effect = higher value; LV-AA mutant CHT in HEK293 cells; 310,000 tested, 0.49% active; High affinity choline transporter 1 (Homo sapiens), Q9GZV3;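 active = initial fluorescence not abnormally high and integrated response B-score, plate-corrected, over 3 SD above library mean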
# Target sequence (Q9GZV3 whole entry, looked up): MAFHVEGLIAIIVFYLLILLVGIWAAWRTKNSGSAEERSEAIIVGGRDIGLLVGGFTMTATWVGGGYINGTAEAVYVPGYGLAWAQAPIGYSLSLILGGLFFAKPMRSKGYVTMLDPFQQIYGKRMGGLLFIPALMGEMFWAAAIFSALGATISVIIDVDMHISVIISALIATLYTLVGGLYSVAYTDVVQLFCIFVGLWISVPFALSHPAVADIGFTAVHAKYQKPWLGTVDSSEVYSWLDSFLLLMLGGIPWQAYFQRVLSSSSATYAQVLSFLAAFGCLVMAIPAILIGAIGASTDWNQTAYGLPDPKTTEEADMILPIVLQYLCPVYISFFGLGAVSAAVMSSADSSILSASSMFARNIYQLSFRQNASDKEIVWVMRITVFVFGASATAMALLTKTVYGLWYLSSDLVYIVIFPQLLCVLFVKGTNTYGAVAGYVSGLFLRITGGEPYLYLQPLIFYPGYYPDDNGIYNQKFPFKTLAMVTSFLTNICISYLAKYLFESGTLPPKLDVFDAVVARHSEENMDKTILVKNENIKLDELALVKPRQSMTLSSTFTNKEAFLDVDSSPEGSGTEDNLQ
# Starred values were filed as active, the others as inactive; i = inactive; / = no result given.
structure	OX1R antag-2	CHT allo act	OX1R antag-1
COC(=O)c1ccccc1NC(=O)N1CCN(c2ccc(OC)cc2)CC1	-22	i	25
Cc1ccc(C(C)NC(=O)c2ccncc2)cc1C (centres undefined)	-14	i	8
Cc1c(C(=O)NC(=S)Nc2ccc(NC(=O)c3cccs3)cc2)cccc1[N+](=O)[O-]	17	i	62
O=c1cc[nH]c2ccc(Cl)cc12	-2	i	21
COc1ccc(C(CNC(=O)CSc2ccc(Br)cc2C)N2CCOCC2)cc1 (centres undefined)	-35	i	22
COc1ccc(-c2ccc(OC)c([C@H]3[C@@H]4C=CCC[C@@]4(C)C(=O)N3Cc3ccccc3)c2)cc1OC	-49	i	4
Nn1c(Nc2ccc(Cl)cc2)nncc1=O	-4	i	4
COc1cc(/C=N/NC(=O)/C(=C\c2ccc3c(c2)OCO3)NC(=O)c2ccccc2)ccc1O	-25	i	1
CC(=O)Nc1cccc(C(=O)OC2CCOC2=O)c1 (centres undefined)	7	i	7
COc1ccc2c(c1)SC1=NCCS(=O)(=O)N12	-6	i	5
CSc1ccccc1C(=O)OCC(=O)N1CCCC1=O	-11	/	4
COc1ccc(-c2cn[nH]c2C)cc1	3	i	12
O=S(=O)(c1ccc2c(c1)OCCO2)N1C[C@@H]2C[C@H]1CN2S(=O)(=O)c1c(F)cccc1F	-16	/	7
COc1ccc(NC(=O)C2CCCN2C(=O)Oc2ccccc2)cc1 (centres undefined)	-14	i	8
COc1ccc(S(=O)(=O)N2CCCCCC2)cc1C(=O)NC1(C)CCS(=O)(=O)C1 (centres undefined)	-12	i	16
Cc1ccc(NC(=O)c2nc[nH]c2C(=O)NCCCCCCNC(=O)c2[nH]cnc2C(=O)Nc2ccc(C)cc2)cc1	-8	/	2
Cc1cc2oc(=O)cc(CSc3nc(N)cc(N)n3)c2cc1C	-27	i	5
CN1CCN(C(c2ccc(Br)cc2)c2cc(Cl)c3cccnc3c2O)CC1 (centres undefined)	24	i	7
O=C(CCc1ccccc1)Nc1ccc(N2CCOCC2)c(Cl)c1	-12	i	4
OC(CN1CCN(c2cccc(Cl)c2)CC1)c1ccc(F)cc1 (centres undefined)	-33	i	16

# Part of the list above in a different format:
# Order of values: OX1R antag-2, CHT allo act, OX1R antag-1
COc1ccc(C(CNC(=O)CSc2ccc(Br)cc2C)N2CCOCC2)cc1 (centres undefined)
→ -35, i, 22
COc1ccc(-c2ccc(OC)c([C@H]3[C@@H]4C=CCC[C@@]4(C)C(=O)N3Cc3ccccc3)c2)cc1OC
→ -49, i, 4

# 17 of these compounds in another layout.
# Screens in order: OX1R antag-2	CHT allo act	OX1R antag-1
- COC(=O)c1ccccc1NC(=O)N1CCN(c2ccc(OC)cc2)CC1
  -22	i	25
- Cc1ccc(C(C)NC(=O)c2ccncc2)cc1C (centres undefined)
  -14	i	8
- Cc1c(C(=O)NC(=S)Nc2ccc(NC(=O)c3cccs3)cc2)cccc1[N+](=O)[O-]
  17	i	62
- O=c1cc[nH]c2ccc(Cl)cc12
  -2	i	21
- COc1ccc(C(CNC(=O)CSc2ccc(Br)cc2C)N2CCOCC2)cc1 (centres undefined)
  -35	i	22
- COc1ccc(-c2ccc(OC)c([C@H]3[C@@H]4C=CCC[C@@]4(C)C(=O)N3Cc3ccccc3)c2)cc1OC
  -49	i	4
- Nn1c(Nc2ccc(Cl)cc2)nncc1=O
  -4	i	4
- COc1cc(/C=N/NC(=O)/C(=C\c2ccc3c(c2)OCO3)NC(=O)c2ccccc2)ccc1O
  -25	i	1
- CC(=O)Nc1cccc(C(=O)OC2CCOC2=O)c1 (centres undefined)
  7	i	7
- COc1ccc2c(c1)SC1=NCCS(=O)(=O)N12
  -6	i	5
- CSc1ccccc1C(=O)OCC(=O)N1CCCC1=O
  -11	/	4
- COc1ccc(-c2cn[nH]c2C)cc1
  3	i	12
- O=S(=O)(c1ccc2c(c1)OCCO2)N1C[C@@H]2C[C@H]1CN2S(=O)(=O)c1c(F)cccc1F
  -16	/	7
- COc1ccc(NC(=O)C2CCCN2C(=O)Oc2ccccc2)cc1 (centres undefined)
  -14	i	8
- COc1ccc(S(=O)(=O)N2CCCCCC2)cc1C(=O)NC1(C)CCS(=O)(=O)C1 (centres undefined)
  -12	i	16
- Cc1ccc(NC(=O)c2nc[nH]c2C(=O)NCCCCCCNC(=O)c2[nH]cnc2C(=O)Nc2ccc(C)cc2)cc1
  -8	/	2
- Cc1cc2oc(=O)cc(CSc3nc(N)cc(N)n3)c2cc1C
  -27	i	5

# Additional records follow.
structure	OX1R antag-2	CHT allo act	OX1R antag-1
CCOC(=O)c1cnn(CCOC(=O)c2ccccc2F)c1NC(=O)c1ccccc1F	-4	i	29
CCOC(=O)c1ccc(NC(=O)CN2C(=O)NC3(CCCCCC3)C2=O)cc1	-15	i	7
Cc1onc(COc2ccccc2O)c1Br	-15	i	33
O=C(N[C@@H]1C/C=C\C[C@@H](CC(=O)N(CCO)Cc2ccccc2)C(=O)N[C@@H](c2ccccc2)COC1=O)OCC1c2ccccc2-c2ccccc21	-7	/	12
COCCSc1nnc(NC(=O)c2ccc(NC(=O)C(C)C)cc2)s1	-26	i	16
S=C(Nc1ccc(Cl)cc1)NC1CC2CCC(C1)N2Cc1ccccc1 (centres undefined)	-13	i	10
Cc1ccc(C(=O)CSc2cc(C)nc(SCC(=O)c3ccccc3)n2)cc1	-11	i	29
Cc1nn(CCC#N)c(NC(=O)c2ccccc2)c1P(=O)(Nc1ccc(Br)cc1)N1CCOCC1 (centres undefined)	-19	i	17
CCc1ccc(NC(=O)CN(CC(=O)Nc2ccc(CC)cc2)CC(C)O)cc1 (centres undefined)	-13	i	-8
CCCCCCc1cc2cc(C(=O)OCC)c(=O)oc2cc1O	-1	i	17
NC(=O)C1CCN(c2nc(-c3ccccc3-c3ccccc3)cs2)CC1	-26	/	9
O=C(NCC1CCCC(CNC(=O)N2CCc3ccccc32)C1)N1CCc2ccccc21 (centres undefined)	-33	i	17
CC(C)NC(=S)NN=C1CCC(c2ccccc2)CC1 (centres undefined)	-6	i	7
COC(=O)/C(C#N)=C/c1ccc(OC(=O)c2ccccn2)cc1	1	i	17
COc1ccc(N=Nc2cc(C)ccc2O)cc1	-17	i	4
C=CCOc1ccc(/C=N/NC(=O)C(C)Sc2ccccn2)cc1OCC (centres undefined)	-23	i	17
COC(=O)c1ccc(NC(=S)N2CCCC2)cc1	-24	i	8
O=C(Nc1ccccc1F)c1ccc(CN2CCc3ccccc3C2)cc1	-19	i	-1
COc1ccc(C(=O)OCC(=O)Nc2cc(C)on2)c(OC)c1OC	-7	i	9
COc1ccc(N(CC(=O)NCCC2=CCCCC2)S(=O)(=O)c2ccccc2F)cc1	-29	i	18

# (next part)
structure	OX1R antag-2	CHT allo act	OX1R antag-1
N#Cc1c(N)nc2c(c1-c1ccc(F)cc1)c(=O)nc1sccn12	-4	i	15
CNc1nc(-c2ccc3c(c2)CCN3C(=O)c2cccc(F)c2)cs1	-21	i	10
C#CCSc1nnc(-c2c[nH]c3ccccc23)n1C	-6	i	1
N/C(=N\OC(=O)COc1ccccc1)c1ccncc1	-13	i	3
CCCOc1ccc(C(C)=O)cc1CC(C(N)=O)C(N)=O	4	i	16
Cc1ccc(C(=O)NC(Cc2ccccc2C(F)(F)F)C(=O)O)cc1 (centres undefined)	-12	/	11
CCOc1ncccc1C(=O)Nc1cc(S(=O)(=O)N2CCCCC2)ccc1C	-4	/	4
CC(OC(=O)CCN1C(=O)C2CC=CCC2C1=O)C(=O)Nc1cccc(Cl)c1 (centres undefined)	-21	i	8
CCOC(=O)N1CCN(c2c(NCCCN3CCCCCC3)c(=O)c2=O)CC1	-1	i	9
O=C(N/N=C/c1cc(Br)cc(Br)c1O)c1cccc(S(=O)(=O)N2CCOCC2)c1	-20	i	8
COC(=O)c1cc(S(=O)(=O)N2CCN(c3ccc([N+](=O)[O-])cc3)CC2)c[nH]1	-6	i	12
Cc1ccc(C)c(/C(O)=C2/C(=O)C(=O)N(CCN3CCOCC3)C2c2ccco2)c1 (centres undefined)	-19	i	27
Nc1c(Cl)ncnc1NCC(O)CO (centres undefined)	7	i	7
CN(C)C(=O)c1ccc(NC(=O)c2cccnc2)cc1	-2	i	6
N#CCCN1CCN(S(=O)(=O)c2ccc(S(=O)(=O)NC3CCCC3)cc2)CC1	0	i	5
O=C(Cc1ccccc1)Nc1ccccc1C(=O)NCC1CCCO1 (centres undefined)	-5	i	17
O=C(O)c1cc(-c2ccc(Cl)s2)[nH]n1	2	i	1
CC1(c2ccc([N+](=O)[O-])c(CS(=O)(=O)c3ccccc3)c2)OCCO1	-21	i	26
COc1cc(O)c(C(CC(=O)N2CCN(c3ccccc3)CC2)c2ccc3c(c2)OCO3)c(OC)c1 (centres undefined)	-8	i	17
Cc1c(N2C(=O)c3ccccc3C2=O)c(=O)n(-c2ccccc2)n1C	-7	i	24

# (continued)
structure	OX1R antag-2	CHT allo act	OX1R antag-1
CCOc1ccc(S(=O)(=O)N(C)CC(=O)NC2CCCC2)cc1	-17	i	35
CCOc1ccc2nc(N3CCCCCC3)sc2c1	-22	i	13
COc1cc(OC)cc(-c2nnc(SCC(=O)Nc3ccc(C(=O)O)cc3)s2)c1	-10	i	13
COc1ccc(-c2nc3ccccn3c2NCc2ccc3c(c2)OCO3)cc1	-29	i	27
CCCCCN(C(=O)CCC(=O)OCC(=O)N(CC)c1ccccc1)c1c(N)n(CCCC)c(=O)[nH]c1=O	-5	i	8
COc1ccc(C(C(=O)NC(C)(C)C)N(CCO)C(=O)CCC(=O)Nc2cc(C)on2)cc1 (centres undefined)	-16	i	6
Cc1ccc(S(=O)(=O)NCc2ccc3[nH]c(C)cc3c2)cc1	-14	i	10
COc1cc(C(CC(=O)Nc2ccc(C)cn2)N2Cc3ccccc3C2=O)cc(OC)c1OC (centres undefined)	-34	i	9
Cn1c(OCc2cccnc2)nc2c1c(=O)n(Cc1ccc(Cl)cc1)c(=O)n2C	-24	i	14
Cc1ccc(NC(=O)c2ccc(CSc3ccccn3)cc2)c(O)c1	-14	i	4
CCC(C(=O)NCCCN1CCCC1=O)n1c2ccccc2c2nc(=O)cc(C)n21 (centres undefined)	0	i	0
COc1cc(C(=O)OCC(=O)Nc2cc(C)on2)cc(OC)c1OC	-9	i	11
CCN1C(=O)C2C(c3ccc(O)c(OC)c3)NC(C)(C(=O)OC)C2C1=O (centres undefined)	-6	i	15
COc1ccccc1OCC(O)CNCc1ccc2c(c1)OCO2 (centres undefined)	-27	i	3
CCCN(CC(=O)Nc1cc(C)on1)CC(=O)Nc1ccc(F)c(F)c1F	-15	/	8
Fc1ccc(CN2CCN(C(=S)NCCc3ccccc3)CC2)c(Cl)c1	1	i	9
C/C(CC1(O)C(=O)N(Cc2ccccc2)c2ccccc21)=N\O (centres undefined)	-9	i	11
O=C(CN1CCN(c2ncccn2)CC1)Nc1ccccc1-n1cccc1	-6	i	16
CN(C(=O)COC(=O)c1sc2ccccc2c1Cl)C1CCCCC1	-16	i	7
O=c1n(Cc2ccccc2)c2cc(Cl)cnc2n1Cc1ccccc1	-43	i	32

# Carrying on:
structure	OX1R antag-2	CHT allo act	OX1R antag-1
COC(=O)c1cn(NC(=O)Cc2cccc(C(F)(F)F)c2)c(=O)c2ccccc12	-8	i	76*
CCOc1cc(C(=O)Nc2cc(C)ccn2)cc(OCC)c1OCC	-33	i	2
CC(=O)Nc1ccc(S(=O)(=O)NCC(CCC(=O)O)C(F)(F)F)cc1 (centres undefined)	5	i	24
CCN(CC)S(=O)(=O)c1ccc(N=Nc2c(N)[nH]c(=O)[nH]c2=O)cc1	0	i	7
O=C(C1CC(Cl)CN1S(=O)(=O)c1ccc(Cl)cc1)N1CCOCC1 (centres undefined)	-11	i	16
Cc1cnc(C(=O)OCC(=O)c2cc(C)n(C)c2C)cn1	-6	i	0
Cn1cc(CN(CCO)Cc2cccs2)c(-c2cccc(Cl)c2)n1	-29	i	16
C=CCSc1nc(N)c(C(=O)Nc2ccccc2OC)cc1C(=O)Nc1ccccc1	-14	i	22
CC(C#N)Sc1ccc(S(=O)(=O)N2CCCC2)cn1 (centres undefined)	0	/	-3
Cc1ccc(Cl)cc1NC(=O)NCc1ccccn1	3	i	10
Cc1ccc(NC(=O)c2nnn(CC(=O)Nc3ccc4c(c3)OCO4)c2N)cc1C	-18	i	5

# Screens (PubChem BioAssay)
